Screening results: PubChem, several laboratories
XIAP antagonists – small molecules displacing peptide from XIAP – biochemical, IAP family, fluorescence polarization (AID 1018) | XIAP BIR domain, fluorescence polarization peptide displacement; higher % means a stronger effect | hit rate 0.007% among 200,000 | displacement, % at 20 µM; hits with a dose series show IC50 in µM; in the data active means displacement above about 50%; further: a part of the inactive calls stands beside numbers as strong as those of hits
HEK293 NOD2/NF-kB – inhibition of NOD2-driven NF-kB reporter – cell-based, luminescence, uHTS, HEK293 (AID 1566); HEK293 NOD2/NF-kB luciferase reporter, luminescence; higher % means a stronger effect; hit rate 0.63% among 290,000; inhibition, % at 4 µM; hits with a dose series show EC50 in µM; further: many of its hits are not listed in these tables
M17LAP inhibition – P. falciparum M17LAP inhibitors, primary screen, biochemical, fluorogenic H-Leu-NHMec substrate, 1536-well (AID 1619); hit rate 0.38% among 220,000; one-dose inhibition, % at 30 µM; IC50 in µM for titrated hits; recombinant M17LAP, H-Leu-NHMec fluorogenic kinetic assay; higher % means a stronger effect;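 active means compound inhibiting the enzyme by more than half at any dose during confirmatory dose-response retesting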;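 further: plate controls were full reaction with DMSO carrier for no effect and no enzyme background for full effect; strong numbers were not always called active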
LYP phosphatase – inhibitors of LYP phosphatase, biochemical, fluorescence intensity, uHTS (AID 1779). recombinant LYP phosphatase, fluorescence intensity; higher % means a stronger effect. hit rate 0.054% among 290,000. inhibition, % at 11.5 µM; hits with a dose series show IC50 in µM;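 further: plate controls were vehicle with enzyme for no effect and no enzyme for full effect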
Hep lipid drop – hepatic lipid droplet formation modulation; AML12 mouse hepatocytes, oleate lipid droplets, BODIPY imaging; inhibition, % at 6.5 µM; hit rate 0.4% among 240,000; AID 1656;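 active means lipid droplet intensity inhibited by at least 50%, with more than 500 cells counted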
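Assay system: AML12 mouse liver cells | Compound dosing: One dose, 6.5 µM compound | Read-out basis: Droplet intensity reduction, % inhibition | Measured by: Fluorescence imaging, 20x objective, two fields per well | Schedule: Overnight treatment with compound plus oleate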
Siah-1 displacement – Siah-1 peptide-binding antagonists, primary screen, biochemical, fluorescence polarization, rhodamine-plectin, uHTS (AID 1817). displacement, % at 20 µM, or IC50 in µM where a hit was titrated. Siah-1 / rhodamine-plectin peptide fluorescence polarization; higher % means a stronger effect. hit rate 0.02% among 290,000;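 active means displacement of at least 50% at 20 µM, with a fluorescence ratio check between 0.3 and a set limit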;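 further: plate controls were Siah plus tracer with DMSO for no effect and tracer alone without Siah for full effect; strong numbers were not always called active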
P. falciparum M1AAP – malaria alanyl aminopeptidase activity blockers – biochemical, fluorogenic H-Leu-NHMec substrate, 1536-well (AID 1445) | recombinant M1AAP, H-Leu-NHMec fluorogenic kinetic assay; higher % means a stronger effect | inhibition, % at 30 µM, or IC50 in µM where a hit was titrated | hit rate 0.42% among 220,000;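 active means primary inhibition above the hit cutoff, then over 50% inhibition at one or more dose response concentrations, cut at about 23% in these data, passing the limit was not always enough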;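 further: plate controls were DMSO full reaction for no effect and no enzyme background for full effect; strong numbers were not always called active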
AID2073 – disruptors of CaV2.2 binding to Mint1 – biochemical, HTRF (AID 2073); HTRF protein-protein interaction, Mint1-CaV2.2; higher % means a stronger effect; inhibition, % at 20 µM, or IC50 in µM where a hit was titrated; hit rate 0.19% among 290,000; in the data active means inhibition mostly above about 51%, no sharp cut-off; further: some results filed as inactive read as strong as hits
ER stress rescue – rescue of cells from ER stress-induced death, primary screen, 384-well, CSM14.1, thapsigargin, ATP luminescence (AID 1222); CSM14.1 thapsigargin-induced death rescue, ATP luminescence; higher % means a stronger effect; cellular ATP content (survival), % at 20 µM, or EC50 in µM where a hit was titrated; 190,000 tested, under 10 active;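 active means EC50 below 50 µM in the dose-response confirmation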;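 further: death triggered by thapsigargin at about 15 µM added after 2 h compound pretreatment; cell ATP read after overnight thapsigargin exposure of roughly 18 to 22 hours; normalized against plate controls of thapsigargin alone and 5% DMSO vehicle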
Hep lipid drop cells 6.5 µM – recorded beside Hep lipid drop, whose call it bears; cell count; measured here: cell count, cytotoxicity flag;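 cells counted across two imaged fields per well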
An asterisk follows results filed as active; x = no result given. Unless noted, no stated cut-off is given here; in the data, active means inhibition above about 50%; inactive means the rest.

Compound,XIAP antagonists,HEK293 NOD2/NF-kB,M17LAP inhibition,LYP phosphatase,Hep lipid drop,Hep lipid drop cells 6.5 µM,Siah-1 displacement,P. falciparum M1AAP,AID2073,ER stress rescue
CCOc1ccc(C(=O)OC2CCN(C)CC2)cc1,-5.2%,-20%,-7%,-8%,-42,595,6%,0%,47%,-2.8%
CCCOc1ccc(Cc2c(Cl)nc(SC)nc2NC)cc1,-1.2%,30%,-3%,-4%,-2,673,1%,6%,-3%,0.6%
COc1ccccc1CNC(=O)CCN1C(=O)c2ccccc2C1=O,x,16%,x,-8%,-14,795,10%,x,8%,x
COc1ccccc1C(=O)NCCOc1ccc(C)c(C)c1,x,10%,x,-12%,x,x,-4%,x,8%,x
COc1ccc(Br)cc1S(=O)(=O)n1ccnc1,-4.4%,8%,4%,-4%,8,751,9%,3%,-1%,4.3%
OCC[C@@H]1C[C@@H](O)[C@H](O)[C@@]2(Cc3ccccc3CCO2)O1,x,10%,x,-9%,-11,772,0%,x,-1%,x
COc1cccc2sc(N(C)c3ccccc3)nc12,-1.4%,-179%,-7%,-3%,25,852,-7%,-7%,-3%,-3.2%
CC1CCC(NC(=O)c2cc3c(s2)CS(=O)(=O)C3)CC1 (stereo unspecified),-4.6%,0%,3%,1%,-5,766,2%,8%,-1%,2.8%
O=C(CCn1c(SCC(=O)NCc2ccco2)nc2ccccc2c1=O)NCCc1ccccc1,-7.7%,9%,8%,-1%,x,x,5%,0%,1%,-0.5%
CCC(=O)N(C)C(c1ccccc1Cl)c1nnnn1-c1c(C)cccc1C (stereo unspecified),-3.4%,-8%,5%,-2%,-29,726,-4%,-2%,2%,4.1%
COc1ccc(C(=O)C2CCCN(Cc3cccn3-c3nccs3)C2)cc1OC (stereo unspecified),x,23%,1%,-3%,-8,674,9%,1%,-4%,x
NC(=O)c1ccccc1NC(=O)CN1CCCCCC1,x,9%,x,-11%,12,825,2%,x,0%,x
CCOc1ccc(CC(=O)Nc2c3c(nn2C(C)(C)C)CS(=O)(=O)C3)cc1,x,0%,x,-9%,-7,789,0%,x,1%,x
NC(=O)c1cccnc1,2.8%,13%,-17%,-4%,11,728,1%,1%,-5%,-2.1%
COC(=O)c1ccc(C(=O)OC)c(NC(=O)CSc2cccc[n+]2[O-])c1,-0.4%,-70%,-2%,3%,x,x,2%,2%,-17%,0.3%
Cc1csc(SC(C)C(=O)NCc2ccc3c(c2)OCO3)n1 (stereo unspecified),-5.7%,6%,-2%,-9%,-14,688,5%,0%,-2%,-0.1%
COCc1cc(C)nc(NCCO)c1C#N,-6.9%,-9%,3%,-2%,-9,666,-4%,16%,-3%,-1.5%
CC(NC(=O)C1CCCN1S(=O)(=O)c1ccc2c(c1)n(C)c(=O)c(=O)n2C)c1ccccc1 (stereo unspecified),x,2%,2%,-4%,25,707,13%,4%,11%,x
O=C(NN1C(=O)C2C(c3ccccc3)C=CC(c3ccccc3)C2C1=O)c1ccccc1 (stereo unspecified),-9.8%,-2%,-1%,6%,-8,714,2%,-1%,5%,-3.5%
O=C(COC(=O)c1ccc(O)cc1)Nc1ncc(Cl)cc1Cl,-3.3%,3%,14%,-1%,2,694,-1%,5%,24%,0.1%
Cc1ccc2oc(=O)c3cnn(CC(=O)NCCCOC(C)C)c3c2c1,-5.1%,10%,9%,-9%,x,x,-6%,12%,0%,-0.3%
CN(C)CCCNC(=O)C(=O)Nc1cc2c3c(c1)CC(=O)N3CCC2,x,12%,x,-4%,1,712,-4%,x,-4%,x
Cc1ccc(-n2cnnn2)c2cccnc12,-8.1%,-6%,6%,-6%,10,733,6%,-6%,0%,1.2%
CC1CN(C(=O)c2ccn(C)n2)CC(C)O1 (stereo unspecified),-2.2%,7%,5%,0%,9,704,-1%,4%,-1%,-1.4%
COC(=O)C1CCN(C(=O)Nc2ccccc2)CC1,-2.1%,20%,-1%,-12%,-1,712,0%,3%,2%,0.7%
COc1ccc2c(=O)cc(-c3ccccc3F)oc2c1,x,-33%,2%,-2%,-4,669,5%,-2%,-6%,x
Cc1cc(S(=O)(=O)N(Cc2ccc(F)cc2)CC2CCCO2)ccc1-n1cnnn1 (stereo unspecified),-1.3%,3%,0%,-3%,x,x,0%,-4%,-2%,-0.2%
NS(=O)(=O)c1ccc(CNC(=O)/C=C/c2c(F)cccc2Cl)cc1,-3.1%,11%,9%,-6%,-8,708,8%,18%,8%,0.8%
COc1cccc(OC)c1C(=O)NC(=S)NCc1ccco1,-5.6%,8%,-5%,3%,17,712,0%,0%,-6%,-1.2%
CCNS(=O)(=O)c1ccc(CCC(=O)N2CCN(c3ccc(OC)cc3)CC2)cc1,x,21%,x,-5%,-2,790,2%,x,-3%,x
CC(C)C(OC(=O)c1oc2ccccc2c1CSC1CCCCC1)C(=O)NC(N)=O (stereo unspecified),-4.1%,-25%,-6%,-12%,-1,728,12%,-1%,33%,-0.9%
CCOC(=O)c1[nH]c2c(c1-c1ccccc1)C(=O)CC(c1ccccc1)C2 (stereo unspecified),-3.5%,-8%,3%,-10%,0,719,-3%,-1%,0%,0.0%
CC(=O)N/N=C(\C)CC(=O)NC(C)(C)C,-4.9%,5%,-3%,-3%,7,717,-3%,-3%,0%,0.6%
O=C(NCC1CCCN(C(=O)c2cc(Cl)ccc2F)C1)c1ccc(F)cc1 (stereo unspecified),x,26%,x,-7%,11,708,-6%,x,10%,x
CCn1nc(C)c(NC(=O)c2ccc(Br)o2)c1C,-3.1%,11%,-18%,-7%,-5,704,8%,5%,6%,-0.7%
COc1cccc(CN2CC(C(=O)NCC3CCOCC3)CCC2=O)c1 (stereo unspecified),x,-1%,x,-10%,-1,750,3%,x,3%,x
COCCNC(=O)CSc1nc(-c2ccccc2)c(-c2ccccc2)o1,2.2%,-10%,-3%,1%,-5,798,-5%,-2%,-3%,-2.2%
CCN(CC)c1ccc(CNC(=O)C/C(C)=N/NC(=O)COc2ccc(C)cc2Br)cc1,x,-4%,x,-5%,-11,807,-5%,x,-6%,x
COc1ccc(NC(=O)C2CCCN(S(=O)(=O)c3cccc4cccnc34)C2)cc1 (stereo unspecified),-1.9%,9%,6%,-8%,x,x,-4%,1%,-1%,0.2%
CN(C)S(=O)(=O)c1cccc(NC(=O)CSc2nc3ccccc3n2-c2ccccc2)c1,-8.9%,2%,3%,1%,-25,607,-6%,1%,8%,-2.4%
CCN(CC)Cc1oc(CO)cc(=O)c1O,-9.9%,12%,5%,-6%,-1,694,4%,6%,3%,-0.8%
Cc1cc(NS(=O)(=O)c2ccc(NC(=O)COc3ccccc3[N+](=O)[O-])cc2)no1,x,6%,x,-5%,-2,785,20%,x,15%,x
O=C(O)/C=C/C(=O)Nc1ccc2nccnc2c1,-2.1%,4%,3%,-3%,2,688,2%,5%,13%,-1.5%
COc1ccc(CNC(=O)CN(Cc2ccc(Cl)cc2)C(=O)c2csnn2)cc1,x,-2%,x,-7%,-14,724,-4%,x,7%,x
S=C(NCc1ccco1)Nc1cccc(Cl)c1,-5.4%,-1%,1%,3%,16,601,-2%,9%,-13%,0.0%
O=C(CCn1cnnn1)Nc1ccccc1,-6.0%,-1%,-4%,-4%,8,704,6%,3%,3%,1.0%
Cc1ccc[n+](C2C(c3ccc([N+](=O)[O-])cc3)C(C#N)=C([S-])NC2(O)C2CC2)c1 (stereo unspecified),-2.2%,-8%,4%,-7%,-19,687,2%,9%,66%,1.6%
O=C(C1=C[C@@H](c2coc3ccccc3c2=O)C[C@@H](OCCCCO)O1)N1CCOCC1,-15%,-15%,3%,-13%,-3,672,-3%,8%,52%,-2.0%
COc1ccc2c(c1)O/C(=C\c1sccc1C)C2=O,-2.0%,-20%,5%,-3%,-13,714,6%,7%,10%,-2.9%
Cn1c(=O)cc(OCCCC(=O)N2CCN(c3ccccc3)CC2)c2ccccc21,-2.8%,5%,4%,-10%,x,x,-1%,4%,-12%,-0.7%

Three entries from above, sorted by their value in Siah-1 displacement, largest number first:
| mol | Siah-1 displacement |
| --- | --- |
| CCOC(=O)c1[nH]c2c(c1-c1ccccc1)C(=O)CC(c1ccccc1)C2 (stereo unspecified) | -3% |
| COc1ccc(CNC(=O)CN(Cc2ccc(Cl)cc2)C(=O)c2csnn2)cc1 | -4% |
| COCCNC(=O)CSc1nc(-c2ccccc2)c(-c2ccccc2)o1 | -5% |

The list continues:
Compound,XIAP antagonists,HEK293 NOD2/NF-kB,M17LAP inhibition,LYP phosphatase,Hep lipid drop,Hep lipid drop cells 6.5 µM,Siah-1 displacement,P. falciparum M1AAP,AID2073,ER stress rescue
CCC(=NCCc1c(C)[nH]c2ccccc12)C1=C(O)CC(c2ccccc2)CC1=O (stereo unspecified),-11%,16%,-17%,-2%,-57,440,0%,-6%,10%,-0.7%
COc1c2ccc(C(=O)NCc3cc(C(F)(F)F)cc(C(F)(F)F)c3)cc2nn1C,-12%,-5%,-9%,-5%,-3,669,0%,6%,13%,-1.2%
O=C(O)CCN1CC2([N+](=O)[O-])C=CC(=O)C([N+](=O)[O-])(C1)C2CC(=O)c1ccccc1 (stereo unspecified),22%,-6%,-31%,1%,0,716,-1%,13%,6%,-4.9%
COc1ccc(OC(=O)Nc2ccccc2)cc1,-4.7%,-4%,8%,-5%,7,747,5%,-3%,-9%,-3.8%
CN(CC1COCCO1)C(=O)c1cc(COc2c(F)cccc2F)on1 (stereo unspecified),x,-32%,x,-11%,-4,803,0%,x,6%,x
C=CCN1C(=O)c2ccc(C(=O)N(C)CC(=O)Nc3ccccc3Br)cc2C1=O,x,7%,x,-6%,-6,831,8%,x,3%,x
Cc1ccccc1NC(=O)c1ccc(C)c(S(=O)(=O)NCc2cccnc2)c1,x,5%,x,-13%,1,719,-3%,x,21%,x

The list is partial; rates above refer to the full screens.
